MC4R ag barr: activates human MC4R beta-arrestin recruitment. P32245. U2OS MC4R beta-arrestin complementation, luminescence; percent of melanotan II response, DMSO zero. activation, % at 8.9 µM. hit rate 0.98% among 360,000;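 active = activation above a per-plate cutoff, the mean activation of sample wells on that plate plus 3 SD, cut at about 8% in these data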
MC4R antag cAMP: blocks human MC4R cAMP signaling; MC4R-expressing cells, MTII-stimulated cAMP, LANCE TR-FRET; inhibition, % at 6.5 µM; hit rate 0.48% among 360,000;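 active = inhibition above its plate's cutoff, the mean of tested wells on that plate plus 3 SD, cut at about 29% in these data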;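 note: 0% = Melanotan II alone and 100% = Melanotan II plus saturating MCL0020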
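Assay system: U2OS cells stably expressing human melanocortin 4 receptor (MC4R) / Dosing: 6.5 µM / Timing: compound 30 min, challenge 1 h, detection 1 h / Measured by: Eu-cAMP/anti-cAMP TR-FRET, emission 671 nm / Replicates: singlicate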
ABHD5 PLIN5 PPI: blocks binding of human ABHD5 to perilipin-5. Q00G26+Q8WTS1. Split G. princeps luciferase complementation, luminescence, 4 h. inhibition, % at 4 µM. hit rate 0.78% among 360,000. AID 602281;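 active = inhibition above the mean inhibition across every tested compound plus 3 SD, cut at about 22% in these data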;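 note: 0% = DMSO only wells and the 100% control is not disclosed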
H9c2 protect: protects H9c2 cardiomyocytes from peroxide injury | H2O2 injury protection, ATPLite, 2 h | hit rate 0.63% among 360,000 | AID 588492 | protection from H2O2 cell death, % at 20 µM;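 active = compounds giving at least 50% protection of heart cells from peroxide-induced death in the single-dose screen, raw or plate-pattern-corrected value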;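 note: 0% = DMSO wells with peroxide and 100% = DMSO wells without peroxide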
ABCB6 inh MLPCN: human ABCB6 transporter inhibition; Q9NP58; K562-ABCB6 porphyrin accumulation, flow cytometry, 1 h; active compounds read low; fluorescence ratio to DMSO, % at 10 µM; hit rate 0.19% among 360,000;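 active = fluorescence ratio to DMSO below 75%, the collection mean minus 3 SD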;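 note: signal is porphyrin accumulated inside mitochondria; 100% equals median channel fluorescence of DMSO control wells; lower ratio means ABCB6 inhibition with less porphyrin fluorescence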
Target sequence (Q9NP58 whole entry, looked up): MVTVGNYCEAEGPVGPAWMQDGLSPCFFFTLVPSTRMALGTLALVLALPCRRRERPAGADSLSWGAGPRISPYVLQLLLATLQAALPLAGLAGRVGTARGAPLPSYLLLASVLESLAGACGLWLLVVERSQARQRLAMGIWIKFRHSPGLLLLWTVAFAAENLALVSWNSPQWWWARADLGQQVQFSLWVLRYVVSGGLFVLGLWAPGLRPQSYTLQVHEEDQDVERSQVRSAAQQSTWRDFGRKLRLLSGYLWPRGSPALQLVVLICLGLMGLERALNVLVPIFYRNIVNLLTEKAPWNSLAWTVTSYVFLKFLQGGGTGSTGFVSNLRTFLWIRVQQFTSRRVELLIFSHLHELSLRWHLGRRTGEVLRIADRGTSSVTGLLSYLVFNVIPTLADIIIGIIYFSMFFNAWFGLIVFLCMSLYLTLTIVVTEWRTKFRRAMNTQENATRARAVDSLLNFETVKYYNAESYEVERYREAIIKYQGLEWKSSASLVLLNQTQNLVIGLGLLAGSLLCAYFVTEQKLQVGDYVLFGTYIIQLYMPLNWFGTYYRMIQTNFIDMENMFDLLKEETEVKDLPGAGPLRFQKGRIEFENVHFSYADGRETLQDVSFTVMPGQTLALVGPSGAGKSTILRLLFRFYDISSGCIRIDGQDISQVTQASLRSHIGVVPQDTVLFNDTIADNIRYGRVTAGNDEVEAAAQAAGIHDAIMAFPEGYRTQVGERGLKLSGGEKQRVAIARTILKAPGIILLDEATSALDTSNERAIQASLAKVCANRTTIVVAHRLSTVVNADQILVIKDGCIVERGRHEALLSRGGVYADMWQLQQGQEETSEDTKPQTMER
HTR2A ag: mouse HTR2A agonism via beta-arrestin recruitment; P35363; CHO-K1 mHTR2A beta-arrestin complementation, luminescence; percent of 30 µM serotonin response; activation, % at 7.6 µM; hit rate 0.66% among 360,000;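 active = activation above a run cutoff, the mean activation of all tested compounds plus 3 SD, cut at about 14% in these data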;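 note: 0% = plate median of compound wells and 100% = 30 µM serotonin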
TLR9-MyD88 block: TLR9-MyD88 interaction inhibition | Q9NR96+Q99836 | CHO BLA complementation TLR9-MyD88, CCF4 FRET ratio | inhibition, % at 4.98 µM | hit rate 0.21% among 340,000;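 active = inhibition above the mean over all tested compounds plus 3 SD, cut at about 21% in these data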;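 note: 0% = DMSO only wells and 100% = clavulanate BLA inhibitor control wells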
Glyco luc inh: blocks N-linked glycosylation in D54 reporter cells | D54 ERlucT glycosylation luciferase reporter, 24 h; percent of 100 nM tunicamycin response | reporter increase, % at 12.5 µM | hit rate 0.23% among 360,000 | AID 588692;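 active = mean luciferase reporter signal, scaled so untreated is 0 and the glycosylation-blocking control 100, at or above a set limit in every replicate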;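 note: luciferase carries N-glycosylation sites so blocking glycosylation raises the light; 0% = median of neutral control wells and 100% = median of 100 nM tunicamycin wells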
SRC2 inh: human SRC2 (NCOA2) inhibition; inhibition, % at 9 µM; Q15596; HEK293 GAL4-SRC2 luciferase reporter, luminescence; hit rate 0.17% among 370,000; AID 651957;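 active = inhibition above the mean inhibition of all tested compounds plus 3 SD, set per campaign, cut at about 52% in these data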;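 note: 0% = DMSO treated cells and 100% = cells given Gossypol at 36 µM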
NOD2-RIPK2 inh: inhibitors of human NOD2-RIPK2 interaction. O43353. CHO BLA complementation NOD2-RIPK2, CCF4 ratio. inhibition, % at 4.98 µM. hit rate 0.38% among 360,000. AID 624267; in the data active = inhibition above about 21%;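 note: 0% = vehicle only and 100% = reference blocker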
An asterisk follows results filed as active; · = no result given. A portion of the library; count on the stated rates, not on these rows.

Below each SMILES – MC4R ag barr, MC4R antag cAMP, ABHD5 PLIN5 PPI, H9c2 protect, ABCB6 inh MLPCN, HTR2A ag, TLR9-MyD88 block, Glyco luc inh, SRC2 inh, NOD2-RIPK2 inh
Cc1cccc(C2Nc3ccccc3C(=O)N2c2ccc(F)cc2)n1 (configuration not stated)
 : 0.9, 0, 0, 9, 96, 2, 8, 1, -7, -4
COc1ccc(CN2CCC[C@]3(N[C@H](c4ccc(C(F)(F)F)cc4)[C@@H]4C(=O)N(Cc5ccccc5)C(=O)[C@@H]43)C2=O)cc1
 : 1.0, 19, -2, -12, 98, 1, -10, 3, 3, 4
CN(C(=O)c1cc(-c2ccc3c(c2)OCO3)on1)c1ccccc1
 : -2.0, 10, -5, -1, 99, -9, 4, -4, -49, -6
O=C(NCc1nc2ccccc2[nH]1)c1ccc(Cl)c(S(=O)(=O)N2CCCC2)c1
 : -3.2, 7, 2, 4, 96, -2, 7, 1, -28, 1
Cc1nn(C)c(Nc2ccc(Br)cc2)c1Br
 : -0.6, 10, 2, -22, 93, -5, -14, -3, 5, -7
COc1ccc(C(O)c2cnc(C)n2Cc2ccccc2)cc1 (configuration not stated)
 : -0.9, 4, 1, -1, 99, -9, -1, -1, -15, 1
O=C(COc1ccccc1F)NCC(c1ccco1)N1CCCC1 (configuration not stated)
 : -1.0, 0, 3, -5, 100, 1, 3, 1, -45, -9
CC(C)Cc1nc2oc3c(=O)[nH]cnc3c2c2c1CCCC2
 : -1.2, -10, -1, 3, 108, 1, -11, 0, -13, -1
O=C(O)c1ccccc1NC(=O)c1cc(-c2ccccc2)nc2ccccc12
 : 1.1, 4, 10, -5, 97, 9, 16, -2, 6, -6
CC(C(=O)NCc1ccc(F)cc1)n1ccc2cc(S(=O)(=O)N3CCCC3)ccc21 (configuration not stated)
 : 0.5, 6, 8, -6, 102, 15*, 10, -1, -16, 1
O=C(Cc1ccc(NC(=O)C2CCN(C(=O)C3CCCCC3)CC2)cc1)Nc1cccc(C(=O)N2CCCCC2)c1
 : -0.3, 6, 4, -7, 96, 1, 3, 0, -24, -5
Cc1nc2cc(-c3ccsc3-n3c(C)ccc3C)[nH]n2c(=O)c1Cl
 : -1.8, -3, 0, -1, 98, 2, 0, 6, 11, 1
Cc1ccc(NC(=O)/C=C\C(=O)NCC(=O)O)cc1
 : -2.7, 9, 3, 1, 100, 0, 5, 3, -7, 0
CC(OC(=O)c1ccccc1NCc1ccco1)C(=O)Nc1ncc(Cl)cc1Cl (configuration not stated)
 : -1.6, -1, -10, -16, 93, 1, 3, -3, 1, 6
COc1ccc(Cl)cc1-c1nc(SCC(=O)N(C)C2CCS(=O)(=O)C2)n[nH]1 (configuration not stated)
 : -1.0, 5, -1, -3, 104, -2, -9, 2, 3, -1
OC[C@H]1O[C@@H](c2nc(-c3ccccc3Br)no2)[C@H](O)[C@@H]1O
 : -1.6, 5, 6, 4, 92, 2, ·, 0, 16, -4
O=C(Nc1nnc(C2=COCCO2)o1)c1cccc(Br)c1
 : -4.2, 3, 4, 12, 102, -3, -4, 3, 19, 1
COc1cc(OC)cc(-c2nnc(SCC(=O)N3CCCC3)o2)c1
 : -2.0, -5, -2, 5, 193, 0, -6, 3, -15, 3
CCOc1ccccc1NC(=O)NC1CCCCCCC1
 : 2.0, 0, 0, -1, 98, -7, 5, -1, 4, -2
S=c1[nH]ncc2ccccc12
 : -1.1, -9, -6, 16, 99, -3, -21, 2, -5, 4

Structures above shown as hits in HTR2A ag.
smiles	MC4R ag barr	MC4R antag cAMP	ABHD5 PLIN5 PPI	ABCB6 inh MLPCN	HTR2A ag	TLR9-MyD88 block	Glyco luc inh	SRC2 inh	NOD2-RIPK2 inh
CC(C(=O)NCc1ccc(F)cc1)n1ccc2cc(S(=O)(=O)N3CCCC3)ccc21 (configuration not stated)	0.5	6	8	102	15*	10	-1	-16	1

The listing continues.
Below each SMILES – MC4R ag barr, MC4R antag cAMP, ABHD5 PLIN5 PPI, H9c2 protect, ABCB6 inh MLPCN, HTR2A ag, TLR9-MyD88 block, Glyco luc inh, SRC2 inh, NOD2-RIPK2 inh
CCOC(=O)c1ccc(N2C(=O)C(O)=C(C(C)=O)C2c2ccc([N+](=O)[O-])cc2)cc1 (configuration not stated)
 : -2.5, 6, -6, 3, 99, -3, -5, 0, -11, 9
Cc1cccnc1NC(=O)CSc1ccc2c(c1)OCCO2
 : 1.1, 3, 7, -1, 95, 4, 0, 2, -22, -8
NC(=O)[C@@H]1[C@@H]2C(=O)N(c3ccc(F)cc3)C(=O)[C@@H]2[C@H]2C=Cc3ccccc3N21
 : -2.8, 3, -2, 7, 126, 1, ·, 2, 3, -1
CC(Sc1nnc(-c2ccccc2F)n1C1CC1)C(=O)NCc1ccco1 (configuration not stated)
 : 0.5, -3, -1, 4, 107, -4, 0, 1, 5, 0
COc1ccc(CN2CCCC(C(=O)Nc3cccc(-n4cnnn4)c3)C2)c(C)c1C (configuration not stated)
 : -1.5, 7, -1, 7, 96, -7, -4, -2, 3, -6
O=S(=O)(CC(CN1CCCC1)N1CCCC1)c1ccc2ccccc2c1 (configuration not stated)
 : -0.9, 12, 6, -10, 103, 0, 3, -4, 4, -4
O=C(CSc1nnc(-c2ccncc2)n1-c1ccccc1)N1CCN(c2ccc(Cl)cc2)CC1
 : -1.4, 10, -2, -1, 102, -1, -2, -1, -10, 5
Cc1ccc(-n2c(-c3ccco3)nc3c(cnn3-c3ccc(C)cc3)c2=O)cc1
 : 0.2, 0, 5, -12, 92, 4, -1, 1, -17, -12
Fc1ccccc1NC(=S)N1CCC(c2ccccc2)C1 (configuration not stated)
 : 0.7, 10, -1, -8, 101, 0, -5, 0, -38, -18
O=c1cc(C(F)F)oc2c1ccc1ccccc12
 : 0.9, 2, 7, 10, 90, -2, 4, 0, 11, 0
CN(C)S(=O)(=O)c1cccc(NC(=O)COC(=O)CNC(=O)c2ccccc2F)c1
 : -1.8, 11, -5, 4, 100, -6, 0, -1, -29, 4
Cc1ccc(S(=O)(=O)N2CCCC2C(=O)Nn2cnnc2)cc1 (configuration not stated)
 : 0.1, 15, -1, -4, 103, 0, 6, 2, -26, 5
CN(C)C(=S)Nc1ccc(N2CCOCC2)cc1
 : -0.1, 0, -2, -3, 104, 1, -1, 1, -38, -4
CCN(CC)S(=O)(=O)c1ccc(C)c(NC(=O)c2cc(C)oc2C)c1
 : -1.8, -2, 5, 7, 90, 8, 8, -1, 6, -3
Cc1ccc(CNC(=O)COC(=O)c2c(C)noc2C)cc1
 : -0.7, 8, 8, 6, 95, 2, -7, 1, -10, 8
Cc1ccc(C(=O)O/N=C(/c2nonc2N)N(C)C)cc1
 : -2.0, 6, 2, 10, 95, 1, -3, 1, 2, -5
O=C1OCC2=C1C(c1ccc(Cl)cc1)CC(=O)N2c1ccc(F)cc1 (configuration not stated)
 : 0.9, 11, 3, 7, 95, -2, 2, 1, -16, -1
COc1ccc(OC)c(C2=NS(=O)(=O)N(C)C(C(=O)Nc3ccc(F)cc3F)=C2)c1
 : -2.1, 18, 4, -6, 97, -8, -16, 1, 14, 6
Cc1ccc(C(=O)O/N=C/c2ccc3c(c2)OCO3)cc1
 : 3.6, -10, -1, -7, 96, 3, -2, 5, -15, 1
CCc1c(C)c(C#N)c2nc3ccccc3n2c1NCCOC
 : 0.8, 9, 5, 5, 94, -2, -11, 1, -15, -5

Next part
Below each SMILES – MC4R ag barr, MC4R antag cAMP, ABHD5 PLIN5 PPI, H9c2 protect, ABCB6 inh MLPCN, HTR2A ag, TLR9-MyD88 block, Glyco luc inh, SRC2 inh, NOD2-RIPK2 inh
CC(=O)c1ccc(OCc2cc(C(=O)N(C)CC3COc4ccccc4O3)no2)cc1 (configuration not stated)
 : 1.9, 11, -5, -15, 98, 0, -3, -2, -17, -10
CN1CCN(S(=O)(=O)c2cc([N+](=O)[O-])ccc2N/N=C/c2ccc(Cl)cc2)CC1
 : 3.5, -1, 2, -1, 103, -6, -1, 2, 18, 5
Cc1ccc(NC(=O)CCN2CCCCC2)cc1
 : 1.1, 23, 7, -2, 97, 4, -5, -6, 59*, -7
O=[N+]([O-])c1ccc2c(c1)C(N1CCOCC1)/C(=C/C1(O)CCCCC1)O2 (configuration not stated)
 : 1.7, -3, 3, 1, 101, 4, -8, 2, 2, 0
COc1ccc(Nc2cc(NCCCO)c([N+](=O)[O-])c3nonc23)cc1
 : -1.9, -24, -8, 34, 93, -11, 3, 6, -6, 3
COc1ccc(C2C=C(C34CC5CC(CC(C5)C3)C4)NC(=S)N2)cc1OC (configuration not stated)
 : -2.9, 1, -2, -7, 98, 6, -4, 0, 8, -6
Cc1c(C)n(C)c2ccc(C(=O)N3CCN(c4ccccn4)CC3)cc12
 : -1.1, 4, 1, 2, 99, 2, -7, -1, 0, 0
Cc1oc(S(=O)(=O)N2CCCCC2)cc1NC(=O)Nc1ccc(Cl)cc1
 : 1.1, 6, -8, -16, 97, -5, 0, -5, -2, -4
Cc1nn(-c2cccc(C(F)(F)F)c2)c(Cl)c1/C=N/Nc1cccc(C(=O)O)c1
 : -0.2, 8, -2, -3, 93, 5, 0, -7, -77, 3
COc1ccc(-c2cc(C(=O)N3CCCC3)no2)cc1
 : -2.0, 2, 1, -12, 95, 1, 3, -18, 17, -1
Cc1ccc(S(=O)(=O)Nc2ccccc2CNc2ccc(Br)cn2)cc1
 : -1.5, -2, -4, -16, 96, -7, -7, -6, 25, -3
CCONC(=NC)c1nonc1N
 : -0.6, 0, -8, 3, 103, 4, 3, 3, 9, -1
COc1ccccc1NC(=O)N(C)C[C@@H]1OCc2cnnn2CCCC(=O)N([C@H](C)CO)C[C@@H]1C
 : -0.4, 4, 7, -2, 97, -1, -13, 0, 2, -7
CCc1ccc(NC(=O)c2cnn3ccccc23)cc1
 : -0.2, 9, 1, -12, 98, -4, -2, -19, 25, 0
CCCCn1c(NS(=O)(=O)c2ccccc2)c(S(=O)(=O)c2ccc(C)cc2)c2nc3ccccc3nc21
 : 7.0, -14, 5, -4, 116, 1, -6, 2, 23, 3
COCCN(C(=O)CSc1nc2ccccc2c(=O)n1CCOC)c1c(N)n(Cc2ccccc2)c(=O)[nH]c1=O
 : 1.8, 10, 4, 5, 96, 0, -2, 2, 17, 5

From PubChem
